Source: PubChem BioAssay (several laboratories)
HT1080 cytotoxicity: cytotoxicity in HT1080 fibrosarcoma cells, cell-based, fluorescence readout (AID 620). cytotoxicity, % at 10 µM; hits with a dose series show EC50 in µM. HT1080 viability, fluorescence; higher % means a stronger effect. 0.42% of 87,000 active;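 note: cells exposed to compound overnight then 4 h with Alamar Blue; 0% = vehicle DMSO and 100% = killing control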
TNAP inhibition: human TNAP enzyme inhibitors, biochemical, luminescent (AID 518). purified TNAP enzyme, luminescent substrate readout; higher % means a stronger effect. inhibition, % at 20 µM, or IC50 in µM where a hit was titrated. 0.09% of 64,000 active; in the data active = a potency from the dose series; inactive = the rest, 99 in 100 with inhibition below about 22%;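 note: plate controls were vehicle for no effect and reference inhibitor for full effect; many of its hits are not listed in these tables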
PMK inhibit: S. pneumoniae PMK inhibition. inhibition, % at 10 µM. 0.49% of 65,000 active. purified PMK, PK/LDH-coupled NADH absorbance 340 nm;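 active = top-ranked compounds by inhibition in the single 10 µM screen, taking a fixed number of the strongest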;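 note: 0% = full reaction with DMSO carrier and 100% = background rate without enzyme reaction; no value below 0 was filed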
LYP phosphatase: LYP phosphatase inhibitors, primary screen, biochemical, DiFMUP fluorescence, recombinant catalytic domain, 10 µM (AID 606); recombinant LYP catalytic domain, DiFMUP fluorescence; higher % means a stronger effect; inhibition, % at 10 µM, or IC50 in µM where a hit was titrated; 52,000 tested, under 10 active;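 active = IC50 under 40 µM in the dose-response test; inactive = IC50 of 40 µM or more, or never dose-tested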
Bfl-1 inhibitors: Bfl-1 inhibitors, primary screen, biochemical, fluorescence polarization, FITC-Bid, mouse (AID 432); FITC-Bid BH3 peptide fluorescence polarization displacement; higher % means a stronger effect; one-dose displacement, % at 20 µM; IC50 in µM for titrated hits; 0.02% of 64,000 active; in the data active = a potency from the dose series; inactive = the rest, 99 in 100 with displacement below about 15%; note: strong numbers were not always called active
KRASV12 cytotoxicity: viability loss of HPDE-C7K cells – cell-based, fluorescence, HTS, primary screen (AID 431) | cytotoxicity, % at 10 µM; hits with a dose series show EC50 in µM | HPDE-C7K KRASV12 cells, Alamar Blue viability, 48 h; higher % means a stronger effect | 1.7% of 63,000 active;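 active = compounds whose percent cytotoxicity in the single-dose primary screen, scaled between solvent and toxic-drug controls, exceeds 50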;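 note: 0% = DMSO solvent wells and 100% = doxorubicin-treated wells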
Spn DPM-DC inh: blocks S. pneumoniae diphosphomevalonate decarboxylase; purified DPM-DC, PK/LDH coupled NADH fluorescence; calls only at 10 µM; 0.49% of 65,000 active; AID 556;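 active = the 320 compounds with the highest percent inhibition in the single-dose primary screen, excluding strongly autofluorescent ones, cut at about 32% in these data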;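 note: kinetic rate of NADH fluorescence loss reporting ADP formed by the decarboxylase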
Spn MK inh: blocks S. pneumoniae mevalonate kinase. purified MK, PK/LDH-coupled NADH absorbance 340 nm. inhibition, % at 10 µM. 0.48% of 65,000 active;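 active = ranked among the strongest by inhibition in the single 10 µM screen, a fixed top-ranked set picked for dose follow-up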; note: no value below 0 was filed
HPDE-C7 cytotoxicity: HPDE-C7 pancreatic duct cell viability loss – fluorescence, HTS (AID 430) | cytotoxicity, % at 10 µM, or EC50 in µM where a hit was titrated | 1.8% of 63,000 active | HPDE-C7 pancreatic duct cells viability, fluorescence; higher % means a stronger effect;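 note: cells exposed to compound for 48 hours before viability readout; 0% = vehicle and 100% = reference cytotoxic drug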
PMK inhibit pilot replicates: also measured in PMK inhibit; calls as there; inhibition, %; measured here: pilot screen replicates
Spn MK inh pilot replicates: further read-out of Spn MK inh, marked with its call; inhibition, %; measured here: pilot screen replicates
Spn DPM-DC inh pilot screen %: further read-out of Spn DPM-DC inh, marked with its call; inhibition, %; measured here: pilot screen trials
* marks the source's active call; other numbers are inactive results; i = inactive; nt = no result given; + = active, no number. Cut-off read from the data, not from the text of the source, unless noted: active = cytotoxicity above about 50%; inactive = the rest.

SMILES | HT1080 cytotoxicity | TNAP inhibition | PMK inhibit | LYP phosphatase | Bfl-1 inhibitors | KRASV12 cytotoxicity | Spn DPM-DC inh | Spn MK inh | HPDE-C7 cytotoxicity | others
c1ccc2c(NCC3CCCO3)nc(-c3ccncc3)nc2c1 (stereo not drawn) | 7% | 6% | 2 | -27% | -4% | 26% | i | 11 | 8%
CC1(C)CC2CC(C)(CN2C(=O)C23CCC(C)(C(=O)O2)C3(C)C)C1 (stereo not drawn) | -4% | 6% | 11 | nt | -4% | -5% | i | 6 | 8%
Cc1cc(NC(=O)c2ccco2)ncc1NC(=O)CCc1ccccc1 | 3% | 9% | 12 | 5% | -2% | -5% | i | 7 | -11%
O=C(O)CN1CCN(Cc2ccc(F)cc2Cl)C1=O | 3% | 0% | 14 | nt | -15% | -16% | i | 0 | -10%
O=C(COC(=O)C1CC(=O)N(c2ccc3c(c2)OCCO3)C1)NC1CCCc2ccccc21 (stereo not drawn) | 4% | 6% | 6 | 1% | -5% | 0% | i | 8 | -2%
CC(=O)N1C(=O)N(C)C2C1N(C)C(=O)N2C(C)=O (stereo not drawn) | nt | 10% | 14 | 14% | 6% | 7% | i | 7 | -11%
CCCC(=O)Nc1c(C(=O)OCC)[nH]c2ccccc12 | 6% | 6% | 0 | 4% | 4% | -9% | i | 5 | -3%
NC(=O)c1cc(S(=O)(=O)Nc2cccc(F)c2)co1 | 3% | 11% | 17 | 6% | 10% | -2% | i | 8 | -10%
COc1cc2c(cc1OC)C(C)N(C(=O)c1cc3ccccc3o1)CC2 (stereo not drawn) | 16% | 3% | 11 | nt | -9% | 13% | i | 8 | 10%
O=C(CSc1nnc(CSc2nc3ccccc3s2)o1)NC1CCCCC1 | -2% | 9% | 3 | -4% | -6% | -28% | i | 5 | -12%
CCN(CC)CCNC(=O)Cn1cnc2sc(C)c(S(=O)(=O)N3CCOCC3)c2c1=O | 3% | 10% | 8 | 9% | -2% | 0% | i | 9 | -5%
O=C(NCc1ccco1)c1ccc2nc3sc4c(c3c(=O)n2c1)CCCC4 | 2% | 10% | 7 | -5% | 15% | 31% | i | 0 | 37%
Cc1ccc(S(=O)(=O)CC2CSc3nc(N)cc(=O)n32)cc1 (stereo not drawn) | -4% | 9% | 9 | 0% | 4% | -14% | i | 12 | -8%
COc1ccc(-c2oc3ncnc(NCCN4CCOCC4)c3c2-c2ccc(OC)cc2)cc1 | -1% | 5% | 8 | nt | -2% | 4% | nt | 9 | 3%
COc1cccc(OC)c1NC(=O)C1CCCN1C(=O)NCc1ccccc1 (stereo not drawn) | -6% | 5% | 13 | nt | 2% | -6% | i | 8 | 7%

Three records drawn at random from those above, as already listed:
SMILES | HT1080 cytotoxicity | TNAP inhibition | PMK inhibit | LYP phosphatase | Bfl-1 inhibitors | KRASV12 cytotoxicity | Spn DPM-DC inh | Spn MK inh | HPDE-C7 cytotoxicity | others
NC(=O)c1cc(S(=O)(=O)Nc2cccc(F)c2)co1 | 3% | 11% | 17 | 6% | 10% | -2% | i | 8 | -10%
c1ccc2c(NCC3CCCO3)nc(-c3ccncc3)nc2c1 (stereo not drawn) | 7% | 6% | 2 | -27% | -4% | 26% | i | 11 | 8%
O=C(COC(=O)C1CC(=O)N(c2ccc3c(c2)OCCO3)C1)NC1CCCc2ccccc21 (stereo not drawn) | 4% | 6% | 6 | 1% | -5% | 0% | i | 8 | -2%

Continued.
SMILES | HT1080 cytotoxicity | TNAP inhibition | PMK inhibit | LYP phosphatase | Bfl-1 inhibitors | KRASV12 cytotoxicity | Spn DPM-DC inh | Spn MK inh | HPDE-C7 cytotoxicity | others
Cc1ccc(NCc2nnc(SCC(=O)N3CCCc4ccccc43)o2)c(C)c1 | 2% | 6% | 1 | 10% | -8% | -14% | i | 6 | -6%
CCOC(=O)C1C(=O)NC(N2CCCCC2)=NC1c1ccccc1 (stereo not drawn) | 0% | 1% | 6 | 2% | 0% | -6% | i | 11 | 2%
O=c1[nH]c2cc3c(cc2cc1CN(CC1CCCO1)S(=O)(=O)c1ccccc1)OCCO3 (stereo not drawn) | -4% | 6% | 0 | 4% | -2% | -14% | nt | 7 | -14%
CC1CC(C(F)(F)F)n2ncnc2N1 (stereo not drawn) | 1% | 7% | 5 | -4% | 2% | -4% | i | 5 | 8%
O=C(O)CCCC(=O)Nc1ccccc1C(=O)N1CCCC1 | 2% | 9% | 7 | 15% | 2% | 10% | i | 6 | 3%
COC(=O)CSc1nc(NCC(C)C)nc(N2CCOCC2)n1 | 2% | 5% | 7 | 3% | 0% | -1% | i | 4 | 6%
O=C(Nc1ccc(NC(=O)C2CC2)nc1)c1cccnc1 | 8% | 6% | 14 | 10% | 5% | 11% | i | 0 | -2%
Cc1nc2ccc(-c3ccccc3)cc2o1 | 7% | 9% | 7 | -2% | -8% | -8% | i | 2 | -13%
CCn1c(SCC(=O)N2CCOCC2)nc2sc3c(c2c1=O)CCCC3 | -12% | 0% | 10 | 0% | 0% | 12% | i | 7 | 12%
Cc1ccc(N2CCN(CC3CC=CCC3)CC2)cc1 (stereo not drawn) | -7% | 12% | 0 | nt | -6% | 0% | i | 11 | -1%
Cc1nn(-c2ccccn2)c2nc(-c3cccs3)cc(C(=O)N3CCOCC3)c12 | 5% | 12% | 12 | 16% | -5% | -4% | nt | 4 | -8%
COc1ccc(Cl)c(NC(=O)NCCN2CCN(c3ccccc3)CC2)c1 | -3% | 14% | 10 | nt | -1% | 3% | i | 3 | -7% | PMK inhibit pilot replicates=0.5;Spn MK inh pilot replicates=1.5;Spn DPM-DC inh pilot screen %=0.0
O=C(CN1C(=O)CSC1=O)Nc1ccccc1F | 4% | -3% | 11 | 9% | 5% | -2% | i | 0 | 3%
CC(C)(C)c1cc(CN2CCN(CCC#N)CC2)cc(C(C)(C)C)c1O | -3% | 7% | 2 | 6% | -5% | 11% | i | 13 | 13%
CC1CCc2cc(F)cc3c(O)c(C(=O)Nc4cnccn4)c(=O)n1c23 (stereo not drawn) | 4% | 17% | 4 | 2% | -6% | 3% | i | 4 | 2% | PMK inhibit pilot replicates=1.5;Spn MK inh pilot replicates=2.0;Spn DPM-DC inh pilot screen %=0.0
Cc1ccc2[nH]c(=O)c(-c3nc4c(C)cccn4c3NCc3ccco3)cc2c1 | 0% | 5% | 6 | nt | -5% | -22% | i | 4 | -18%
Cc1nnc2n(-c3ccccc3)c(=O)c3c4c(sc3n12)COC(C(C)C)C4 (stereo not drawn) | -10% | 8% | 2 | 0% | -3% | 4% | i | 3 | 3%
O=C(CN1C(=O)COc2ccccc21)NCCCN1CCc2ccccc2C1 | -6% | 2% | 6 | 8% | 2% | -13% | i | 0 | -19% | PMK inhibit pilot replicates=1.0;Spn MK inh pilot replicates=0.0;Spn DPM-DC inh pilot screen %=0.0
Cn1c(=O)c2c(ncn2Cc2cc(-c3ccccc3)no2)n(C)c1=O | 6% | 9% | 6 | 3% | 3% | -1% | i | 10 | -1%
Cc1cc(C)nc(N2CCC(C(=O)O)CC2)n1 | 0% | 7% | 12 | 13% | -5% | -1% | i | 3 | 7%
CCC/C(=C1/C(=O)CC(C)(C)C(C(=O)OC)C1=O)N1CCCC1 (stereo not drawn) | 20% | 2% | 9 | 4% | -1% | -10% | i | 8 | 0%
COc1ccc(N(CC(=O)Nc2cc(C(=O)O)ccc2C)S(=O)(=O)c2c(C)noc2C)cc1 | 16% | 7% | 21 | 6% | -4% | 8% | i | 6 | -6%
O=C(Nc1c(C(=O)NCc2ccco2)cnn1-c1ccccc1)c1ccc(F)cc1 | 11% | 13% | 13 | -5% | 0% | -9% | i | 3 | -15% | PMK inhibit pilot replicates=0.0;Spn MK inh pilot replicates=0.0;Spn DPM-DC inh pilot screen %=0.0
Cc1cc(C)n(C(=O)c2ccc(C)c(S(=O)(=O)N3CCOCC3)c2)n1 | -1% | 10% | 7 | -1% | -1% | -23% | i | 5 | -15%
CC1CCc2c(sc3nc(SCc4nc(-c5ccccc5)no4)n(C)c(=O)c23)C1 (stereo not drawn) | 1% | 8% | 4 | 2% | -2% | 4% | i | 11 | -9%
Cc1noc(C)c1S(=O)(=O)N(CC(=O)Nc1ccc2c(c1)OCCO2)c1ccc(C(C)C)cc1 | 1% | -2% | 12 | nt | -6% | -12% | i | 10 | -14%
O=C(CCSc1nccn1Cc1ccccc1)N1CCOCC1 | 3% | 8% | 0 | nt | -7% | -4% | i | 0 | -10% | PMK inhibit pilot replicates=2.0;Spn MK inh pilot replicates=1.5;Spn DPM-DC inh pilot screen %=8.0
COC(=O)c1ccc(-n2nnnc2SCc2ccccc2OC)cc1 | -7% | 14% | 18 | -1% | -9% | 3% | i | 7 | 5%
CN1C(=O)c2cccc(NCCCN3C(=O)c4ccccc4C3=O)c2C1=O | 12% | 13% | 10 | nt | 1% | -2% | i | 4 | -6%
CN(C)CCCN1C(=O)C(=O)/C(=C(/O)c2ccc3c(c2)OCO3)C1c1ccco1 (stereo not drawn) | 5% | 11% | 0 | 3% | -1% | -22% | i | 7 | -9%
CCn1c(SCc2cccnc2)nc2c1c(=O)n(C)c(=O)n2C | -30% | 17% | 17 | 1% | -7% | -4% | i | 3 | -7%
N#Cc1c2n(c3c(=O)n(CC(=O)c4ccc(Br)cc4)cnc13)CCCC2 | 2% | 7% | 9 | 0% | 7% | -5% | i | 5 | -6%
CN1C(=O)c2c(sc3c2CC(C)(C)SC3)N2CCN=C12 | 1% | 2% | 0 | -7% | -7% | -27% | i | 8 | 1%
O=C(CSc1nnc(-c2ccccc2)n1Cc1ccccc1)NC1CC1 | -1% | -3% | 8 | nt | -2% | -20% | i | 2 | -5%
COc1ccc(C2C3C(=O)N(Cc4ccccc4)C(=O)C3ON2c2ccccc2)c(OC)c1OC (stereo not drawn) | 3% | 9% | 14 | 18% | -7% | 0% | i | 10 | -5%
Cn1c(=O)c2cc(S(=O)(=O)NCCC(=O)NCC3CCCO3)ccc2n(C)c1=O (stereo not drawn) | 8% | 4% | 17 | -1% | 10% | -12% | i | 6 | -14%
Cc1ccc(-c2noc(CCC(=O)NCCN3CCc4ccccc4C3)n2)cc1 | nt | 1% | 25* | 5% | -7% | -4% | i | 0 | -9%
Cc1cc(C)n2nc3nc(N4CCCCC4)nc(-c4ccco4)c3c2n1 | 23% | 10% | 20 | 2% | 2% | -12% | + | 0 | -18% | PMK inhibit pilot replicates=0.0;Spn MK inh pilot replicates=0.0;Spn DPM-DC inh pilot screen %=24*
COCCn1c(SCc2ccc(C(=O)OC)o2)nnc1-c1c[nH]c2ccccc12 | 1% | 1% | 8 | 2% | 3% | -1% | i | 5 | 1%
O=C(C1CCCN1S(=O)(=O)c1ccc(Cl)c(Cl)c1)N1CCOCC1 (stereo not drawn) | 6% | 3% | 16 | 4% | -6% | -6% | i | 0 | -4%
O=S(=O)(c1ccc(Br)s1)n1cccn1 | 8% | 10% | 8 | nt | -3% | 3% | i | 0 | 2%
Cc1ccc(-c2nn[nH]n2)cc1 | 3% | 16% | 10 | 3% | -3% | 14% | i | 0 | 1% | PMK inhibit pilot replicates=4.0;Spn MK inh pilot replicates=0.0;Spn DPM-DC inh pilot screen %=0.0
